RXFP1 antag: antagonists of human relaxin receptor RXFP1. Q9HBX9. HEK293-RXFP1, relaxin-stimulated cAMP HTRF, 30 min; stronger effect = lower value. activity change, negative = inhibition, % at 57.5 µM. 350,000 compounds, 0.59% hits. AID 1259400;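 active = activity change of -60% or lower, but not beyond a set lower limit; inconclusive = change between -60% and -40%, or beyond the set limit; inactive = change above -40%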
Target sequence (Q9HBX9 whole entry, looked up): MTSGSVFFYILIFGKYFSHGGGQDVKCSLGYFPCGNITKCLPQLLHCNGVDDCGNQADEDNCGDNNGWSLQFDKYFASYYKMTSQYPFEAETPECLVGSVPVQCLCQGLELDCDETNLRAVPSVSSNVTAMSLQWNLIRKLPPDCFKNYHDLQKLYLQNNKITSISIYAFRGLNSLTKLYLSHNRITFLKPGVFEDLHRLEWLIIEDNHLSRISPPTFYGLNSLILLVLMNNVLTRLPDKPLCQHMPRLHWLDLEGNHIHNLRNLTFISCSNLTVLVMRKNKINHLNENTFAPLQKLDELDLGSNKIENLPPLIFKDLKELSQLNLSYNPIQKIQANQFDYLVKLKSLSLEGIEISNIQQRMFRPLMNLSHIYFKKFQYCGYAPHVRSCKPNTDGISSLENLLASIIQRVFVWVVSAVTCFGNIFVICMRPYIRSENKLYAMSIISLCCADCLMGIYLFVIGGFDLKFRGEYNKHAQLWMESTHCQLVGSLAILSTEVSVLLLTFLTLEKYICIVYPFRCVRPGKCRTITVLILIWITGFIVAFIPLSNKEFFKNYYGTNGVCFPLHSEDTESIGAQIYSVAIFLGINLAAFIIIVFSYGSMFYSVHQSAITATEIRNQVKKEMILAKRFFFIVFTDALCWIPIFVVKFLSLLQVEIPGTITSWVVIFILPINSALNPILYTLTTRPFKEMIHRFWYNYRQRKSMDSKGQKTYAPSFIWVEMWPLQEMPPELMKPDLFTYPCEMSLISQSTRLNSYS
* marks the source's active call; other numbers are inactive results; ? = inconclusive. % is scaled to controls: 0 for no effect and ±100 for the full control effect. Not all compounds are listed. The share of hits here may be higher or lower than overall.

SMILES | RXFP1 antag
C[C@H](CO)N1C[C@H](C)[C@H](CN(C)S(=O)(=O)c2ccc3ccccc3c2)OCc2cnnn2CCCC1=O | 0
O=C(/C=C/c1ccc([N+](=O)[O-])cc1)Nc1cccnc1 | -17
COc1cc(NC(C)=O)c2ncccc2c1Br | 6
CCC1NC(=O)c2cc3ccccc3cc2-n2c1nc1ccc(F)cc1c2=O (stereo not drawn) | 0
Nc1cc(C(=O)N2CCN(c3ccccc3Cl)CC2)ccc1N1CC2CC(C1)c1cccc(=O)n1C2 (stereo not drawn) | -2
CCCc1ccc(Oc2cc(N3CCOCC3)nc(-c3ccccc3)n2)cc1 | -5
O=Nc1nc2ncccn2c1-c1ccccc1 | -8
O=C(O)CC(c1ccc(Cl)cc1)n1cccc1 (stereo not drawn) | 1
O=C(COC(=O)c1cc([N+](=O)[O-])ccc1N1CCOCC1)NCc1ccccc1 | 4
COc1ccc(S(=O)(=O)N(C)C[C@@H]2OCc3cnnn3CCCC(=O)N([C@@H](C)CO)C[C@@H]2C)cc1 | 11
COc1cc(OCc2ccccc2)c(CC(=O)O)c([N+](=O)[O-])c1 | -13
O=[N+]([O-])c1cc2ccccc2c(O)c1O | 1
CCOC(=O)C1=C(C)NC(C)=C(C(=O)OCC)C1c1ccncc1 | -4
N#Cc1ccccc1S(=O)(=O)N1CCN(C(=O)CCNS(=O)(=O)c2ccc(Cl)cc2)CC1 | 0
O=C(O)c1cccc(S(=O)(=O)NCC2COc3ccccc3O2)c1 (stereo not drawn) | 15
COc1ccc(OC)c(NC(=O)Cn2cccc2)c1 | -13
O=C(Nc1c(Br)cc2c(c1Br)Cc1cc([N+](=O)[O-])ccc1-2)C(Cl)Cl | ?
CC(C)Cn1c(SCC(=O)O)nnc1-c1cccc(S(=O)(=O)N2CCOCC2)c1 | -5
O=C(NCCN1C(=O)S/C(=C\c2ccc(Cl)cc2)C1=O)C1=COCCO1 | -6
O=C(COC(=O)/C=C/c1cccc(Br)c1)NC1CCCC1 | -20
C[C@@H]1CN([C@@H](C)CO)C(=O)CCCn2nncc2CO[C@H]1CN(C)S(=O)(=O)c1ccc(C#N)cc1 | -3
CCCCn1c(N)c(N(Cc2ccccc2OC)C(=O)CSCC(=O)Nc2ccc(C)cc2)c(=O)[nH]c1=O | 2
COc1ccc(OC)c(NC(=O)C2CCCN2S(=O)(=O)c2ccc3c(c2)CC(C)N3C(C)=O)c1 (stereo not drawn) | -2
Cc1nc(-c2ccccc2)nc2n[nH]c(N)c12 | -1
C[C@H](CO)N1C[C@H](C)[C@H](CN(C)S(=O)(=O)c2ccccc2C#N)OCc2cnnn2CCCC1=O | 6
O=C(COc1ccc(Cl)cc1Br)OCC(=O)c1ccc[nH]1 | -7
O=C(NCc1ccncc1)C(=O)NCC1OCCN1S(=O)(=O)c1cc(F)ccc1F (stereo not drawn) | -3
CCOc1ccc(NS(=O)(=O)c2cccs2)cc1S(=O)(=O)N1CCCC1 | -3
C/C(=N\NC(=O)c1nnn(-c2nonc2N)c1CSc1ccc(C)cc1)c1cccs1 | 5
O=S(OCCN1CCOCC1)C(c1ccccc1)c1ccccc1 (stereo not drawn) | 3
Cc1ccc(S(=O)(=O)CC(=O)N2CCN(c3ccc([N+](=O)[O-])cc3)CC2)cc1 | -14
O=c1[nH]c2ccc(Br)cc2c(=O)o1 | 3
COc1ccccc1Nc1nc(-c2ccc([N+](=O)[O-])cc2)nc2ccccc12 | 2
ON(CCc1ccccn1)Cc1ccccc1 | -5
Cc1noc(C)c1NC(=O)N(C)C[C@@H]1OCc2cnnn2CCCC(=O)N([C@@H](C)CO)C[C@H]1C | 9
COc1ccc(CC(=O)Nc2cc(S(=O)(=O)N3CCOCC3)ccc2N2CCOCC2)cc1OC | 7
COc1cc(-c2nnc(-c3cc(-c4ccccc4)nc4ccccc34)o2)cc(OC)c1OC | -1
CCOC1=NC(=C(c2ccccc2)c2ccccc2)OC1=O | -17
O=C(NCc1nnnn1-c1ccc(F)cc1)c1ccc2c(c1)OCO2 | 3
CCc1nc(SCc2cc(=O)[nH]c3ccccc23)c2c(C)c(C)sc2n1 | 17
O=C(COC(=O)CNC(=O)C1CCCCC1)Nc1ccccc1 | -14
C[C@@H]1CN([C@@H](C)CO)C(=O)c2cc(C#CC(C)(C)O)cnc2O[C@@H]1CN(C)C(=O)c1ccccc1F | 1
CC(C)CC1C(=O)N(Cc2cn(CC3CCCCC3)nn2)CCS(=O)(=O)N1Cc1ccc(-c2ccncc2)cc1 (stereo not drawn) | 5
Cc1ccc2ccc(C#N)cc2c1O | -10
NS(=O)(=O)c1cccc(NC(=O)COC(=O)CCC2CCCC2)c1 | -23
O=C1O[C@H](CO)[C@@H](O)[C@H](O)[C@H]1O | -3
CCN(CC(=O)Nc1ccc(NC(C)=O)cc1)C(=O)C1(c2ccc(Cl)cc2)CCC1 | 5
COCOCCn1cc(CN2CCS(=O)(=O)N(Cc3ccc(-c4cccc(CO)c4)cc3)C(C(C)C)C2=O)nn1 (stereo not drawn) | 0
COC(=O)c1cc(Cl)ccc1NS(=O)(=O)C(F)(F)F | 12
C[C@H]1CN([C@@H](C)CO)C(=O)c2c(c3ccccc3n2C)-c2ccccc2CO[C@H]1CN(C)C(=O)[C@@H]1CCCN1C | 12
Cc1cccc(C)c1NC(=O)CNC(=O)c1ccc(N2CCOCC2)c([N+](=O)[O-])c1 | 2
Cc1ccc(NS(=O)(=O)c2ccc(NC(=O)c3ccc(-c4ccccc4)cc3)cc2)c(C)c1 | -24
O=C(COC(=O)Cc1ccsc1)Nc1ccc(Cl)cc1F | -18
Oc1cccc2c3c(oc12)CCCC3 | 0
Nc1cc2c(cc1Br)-c1ccc(F)cc1C2=O | -8
Nc1ccn([C@@H]2O[C@H](CNCc3cccc(OC4CCCC4)c3)[C@@H](O)[C@H]2O)c(=O)n1 | -2
Cc1nc2ccc(NS(=O)(=O)c3cccc([N+](=O)[O-])c3)cc2s1 | -9
Cc1ccsc1CN(C)CC(=O)NCC(=O)Nc1ccc(F)c(F)c1F | -1
COc1ccc2ccccc2c1C=NN1CCCCC1 | -1
O=C(CN1C(=O)/C(=C2/SC(=S)N(CCS(=O)(=O)O)C2=O)c2ccccc21)Nc1cccc(Br)c1 | -30

In a second layout: entries from further up.
COC(=O)c1cc(Cl)ccc1NS(=O)(=O)C(F)(F)F
- RXFP1 antag: 12
NS(=O)(=O)c1cccc(NC(=O)COC(=O)CCC2CCCC2)c1
- RXFP1 antag: -23
O=C(COC(=O)Cc1ccsc1)Nc1ccc(Cl)cc1F
- RXFP1 antag: -18

Continuation:
SMILES | RXFP1 antag
COC(=O)c1c[nH]c(=S)n1Cc1ccccc1 | -21
CCOC(=O)c1cccc(NC(=O)c2ccc(-n3cnnn3)cc2)c1 | -5
O=C(c1ccccc1)N1CCN(c2ccccc2)CC1 | 12
CC(C)CC(C(=O)OCC(=O)N1CCN(c2ccccc2)CC1)N1C(=O)c2ccccc2C1=O (stereo not drawn) | -6
COc1cccc(NC(=O)CSCc2nc3sc(C)c(C)c3c(=O)[nH]2)c1 | 8
COc1cc(C2c3cc4c(cc3C(O)C3COC(=O)C23)OCO4)cc(OC)c1OC (stereo not drawn) | -1
Cc1c(Cl)cccc1NC(=O)C1CC2CCC1C2 (stereo not drawn) | -2
CC(=O)N1CCC(C(=O)Nc2cc(S(=O)(=O)N3CCCCC3)ccc2C)CC1 | 7
CCOC(=O)OCC(=O)C1(O)CCC2C3CCC4=CC(=O)CCC4(C)C3C(O)CC21C (stereo not drawn) | -10
O=[N+]([O-])c1cccc2cnccc12 | -5
COC(=O)[C@H]1C[C@@]2(O)CN(S(=O)(=O)c3ccc(C)cc3)C[C@@]2(OC(=O)Nc2c(C)noc2C)C[C@H]1C(=O)OC | -2
COc1cccc(/C=N/NC(=O)c2c(-c3ccccc3)noc2C)c1OC | -19
CC1(C)CC2(OC2c2ccccc2)C(=O)c2ccccc21 (stereo not drawn) | 0
O=C(COC(=O)c1cccc(S(=O)(=O)N2CCCCC2)c1)NCc1cccc(Cl)c1 | 5
COc1cc(OC)c(N(C)S(=O)(=O)c2cccc(C(=O)NCc3cccs3)c2)cc1Cl | 5
COc1ccc(Cl)cc1NC(=O)CN(C)C(=O)CN1C(=O)NC(C)(c2ccc3ccccc3c2)C1=O (stereo not drawn) | -7
O=C(O)c1cccc2c1C(=O)c1ccc(N3CCN(Cc4ccc5c(c4)OCO5)CC3)cc1S2(=O)=O | -3
O=C1C(=O)c2ccccc2C(O)=C1CC=C(Cl)Cl | 8
CSc1ncnc2c1ncn2CCCNCc1ccccc1 | 4
O=C(O)c1ccc(S(=O)(=O)N(Cl)Cl)cc1 | -10
CCOC(=O)c1c(-c2cc(OC)c(OC)c(OC)c2)csc1NC(=O)c1ccccc1 | -2
O=C(NN=Cc1cccc([N+](=O)[O-])c1)c1cc(-c2cccnc2)nc2ccccc12 | 7
CC1CCCCC1NC(=O)c1cc(Cl)nc2ccccc12 (stereo not drawn) | -1
Nc1nc2ccc(Br)cc2s1 | 4
COc1ccc(C(=O)Nc2cccc([N+](=O)[O-])c2)cc1Br | -16
CCN(C(=O)CN1CCC(C(=O)OC)CC1)c1c(N)n(Cc2ccccc2)c(=O)[nH]c1=O | 2
O=C1c2ccccc2C(=O)c2cc(N3CCCCC3)ccc21 | -10
c1ccc(CNc2cccnc2)cc1 | 4
CCn1cc(/C=C(\NC(=O)c2ccccc2F)C(=O)N2CCN(C)CC2)c2ccccc21 | -4
CC(Sc1ccc(S(=O)(=O)N2CCOCC2)cn1)c1ccccc1Cl (stereo not drawn) | -7
O=C(NCCc1ccccc1Cl)c1cc(COc2ccc(F)cc2F)on1 | 0
COc1ccc(OC)c(/C=C/C(=O)OCC(=O)NCc2ccccc2)c1 | -2
Cc1c(C(=O)N(C)Cc2nc3ccccc3c(=O)[nH]2)oc2ccccc12 | -9
C=CCOc1cccc(C2C(C(=O)c3ccc(C)o3)=C(O)C(=O)N2CCCn2ccnc2)c1 (stereo not drawn) | 8
Cc1cc(C)c(C)c(S(=O)(=O)N2CCN(C(=O)c3cc(S(=O)(=O)N4CCOCC4)ccc3F)CC2)c1C | 5
CCCc1cc(=O)[nH]c(SCC(=O)c2cc(C)n(CC3CCCO3)c2C)n1 (stereo not drawn) | 9
O=C(COC(=O)c1ccc([N+](=O)[O-])o1)Nc1ccc(F)cc1 | 19
CC(C)Oc1ccc2ccccc2c1CNC[C@H]1O[C@@H](n2ccc(N)nc2=O)[C@H](O)[C@@H]1O | 4
O=C(Nc1cc(S(=O)(=O)N2CCCC2)ccc1OCC(F)(F)F)c1ccncc1 | -6
Cc1nc(SC(C)C(=O)NCc2ccc3c(c2)OCO3)nc(C)c1C (stereo not drawn) | -9

Five entries picked at random from the list so far, as already listed:
SMILES | RXFP1 antag
CCN(C(=O)CN1CCC(C(=O)OC)CC1)c1c(N)n(Cc2ccccc2)c(=O)[nH]c1=O | 2
Nc1nc2ccc(Br)cc2s1 | 4
O=C(Nc1cc(S(=O)(=O)N2CCCC2)ccc1OCC(F)(F)F)c1ccncc1 | -6
c1ccc(CNc2cccnc2)cc1 | 4
O=C1c2ccccc2C(=O)c2cc(N3CCCCC3)ccc21 | -10

Later entries
SMILES | RXFP1 antag
Cc1cc(OCc2cc(C(=O)NC(C)c3cnn(C)c3)no2)cc(C)c1Cl (stereo not drawn) | -5
COc1ccc2c(c1)CSC(c1ccccc1)C2=O (stereo not drawn) | 4
CC1OC1c1ccc(-c2ccc(C3OC3C)cc2)cc1 (stereo not drawn) | -8
Cc1cc(C(=O)NN=Cc2c(C)[nH]c3ccccc23)c(C)o1 | -12
Cc1ccccc1C(=O)NNS(=O)(=O)c1ccc(F)cc1 | 6
CC1=C(C(=O)N2CCOCC2)CC(CC(=O)NCc2cccc3ccccc23)C(=O)N1Cc1ccccc1 (stereo not drawn) | 5
CCCCn1c(N)c(N(CCOC)C(=O)c2oc3ccc(Br)cc3c2C)c(=O)[nH]c1=O | -17
CCOc1ccc(NC(=O)Cc2ccc(S(=O)(=O)N3CCCCC3)cc2)cc1OCC | -5
O=C(CCNC(=O)c1ccc(Cl)cc1)Nc1nc2ccccc2[nH]1 | 6
O=C(O)C(=O)Nc1cccc(-c2nn[nH]n2)c1 | 2
O=C(c1ccccc1)c1ccc(OCC(O)CN2CCOCC2)cc1 (stereo not drawn) | 1
CCN(CC)C(=O)C1=C(C)N(Cc2ccc(F)cc2)C(=O)C(CC(=O)NC2CCCC2)C1 (stereo not drawn) | -1
CC(Cc1ccccc1)=NNc1ccc([N+](=O)[O-])cc1[N+](=O)[O-] | -1
CCN(CC)CCN1CNC(=S)NC1 | 14
CSC1SCC2C(=O)N(C)C(C(C)C)C(=O)OCC(NC(=O)c3cnc4ccccc4n3)C(=O)NC(C)C(=O)N(C)C1C(=O)N(C)C(C(C)C)C(=O)OCC(NC(=O)c1cnc3ccccc3n1)C(=O)NC(C)C(=O)N2C (stereo not drawn) | -20
CC(=O)c1cccc(OC(=O)c2ccccc2)c1 | -22
C[C@H]1CN([C@@H](C)CO)C(=O)c2cc(Br)cnc2O[C@H]1CN(C)C(=O)c1cnccn1 | 12
O=C(O)CC1Cc2ccccc2C1C(=O)O (stereo not drawn) | -2
CCCn1c(=NC(=O)c2ccncc2)c(C#N)cc2c(=O)n3cccc(C)c3nc21 | 8

Three of the entries above in order of the RXFP1 antag value, ascending.
SMILES | RXFP1 antag
Cc1cc(OCc2cc(C(=O)NC(C)c3cnn(C)c3)no2)cc(C)c1Cl (stereo not drawn) | -5
CC(Cc1ccccc1)=NNc1ccc([N+](=O)[O-])cc1[N+](=O)[O-] | -1
O=C(CCNC(=O)c1ccc(Cl)cc1)Nc1nc2ccccc2[nH]1 | 6

High-throughput results from PubChem.
